Screening results: PubChem, The Scripps Research Institute Molecular Screening Center
PRMT1 FP inh – blocks human protein arginine methyltransferase 1; Q99873; recombinant PRMT1, activity-based probe fluorescence polarization; inhibition, % at 2.79 µM; 370,000 compounds, 1.3% hits; AID 652257;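 active = inhibition above about 21% made by adding two undisclosed values, limit read from the data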
UHRF1 binding – UHRF1 methyl-DNA binding inhibition; Q96T88; UHRF1 binding to methylated oligo, TR-FRET; inhibition, % at 4.4 µM; 370,000 compounds, 0.75% hits; in the data active = inhibition above about 21%;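 note: UHRF1 SRA domain binding a hemimethylated CpG hairpin DNA probe; 0% = median of test compound wells and 100% = reference inhibitor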
PG9 binder – PG9 antibody binding by small molecule | 360,000 compounds, 0.43% hits | AID 624416 | inhibition, % at 6.7 µM | TR-FRET gp120-PG9 antibody binding; in the data active = inhibition above about 8.5%
DDE Tn7 FP inh – DD(E)-Tn7 binding inhibition, primary FP screen; P02675; FP displacement of FITC-Tn7 peptide from fibrin DD(E); 0% = median of compound wells per plate; inhibition, % at 8.3 µM; 370,000 compounds, 0.13% hits; AID 720508;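 active = inhibition above the mean of compounds falling within the control limits plus 3 SD of them, cut at about 14% in these data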;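 note: 0% = plate median of compound wells and 100% = 10 µM Aha-Tn7 peptide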
Target sequence (P02675 whole entry, looked up): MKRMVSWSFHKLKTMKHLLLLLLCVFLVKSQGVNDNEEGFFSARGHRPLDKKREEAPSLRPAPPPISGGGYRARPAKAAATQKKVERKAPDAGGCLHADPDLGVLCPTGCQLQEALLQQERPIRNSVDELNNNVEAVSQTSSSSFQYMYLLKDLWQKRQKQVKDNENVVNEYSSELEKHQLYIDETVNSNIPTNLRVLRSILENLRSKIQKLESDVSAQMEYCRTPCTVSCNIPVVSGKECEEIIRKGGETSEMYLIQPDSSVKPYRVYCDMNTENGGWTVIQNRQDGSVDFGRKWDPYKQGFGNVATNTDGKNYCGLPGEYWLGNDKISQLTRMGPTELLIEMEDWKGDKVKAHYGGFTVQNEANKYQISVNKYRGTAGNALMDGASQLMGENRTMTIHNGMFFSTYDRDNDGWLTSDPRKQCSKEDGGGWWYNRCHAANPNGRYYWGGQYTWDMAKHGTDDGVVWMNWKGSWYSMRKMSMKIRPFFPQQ
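Test system – human fibrin DD(E) · Times – 10 min preincubation, 3 h with tracer, room temperature · Detection – fluorescence polarization of the labelled Tn7 tracer · Measure – percent inhibition normalized to high-control wells · Benchmarks – high control wells with 10 µM unlabelled Aha-Tn7 peptide (full inhibition) · Repeats – singlicate testing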
TDP2 absorb – blocks human TDP2 phosphodiesterase activity; recombinant TDP2, T5PNP hydrolysis, p-nitrophenol absorbance 415 nm; inhibition, % at 12.8 µM; 370,000 compounds, 0.34% hits;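 active = inhibition above the mean of all tested compounds plus 3 SD, set per campaign, cut at about 25% in these data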;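 note: 0% = DMSO with enzyme and 100% = buffer with substrate but no TDP2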
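test system = human TDP2 enzyme | input = TDP2 enzyme at 120 nM final | medium = 50 mM Tris-HCl pH 7.5 with Mg2+, KCl, DTT, BSA | also added = T5PNP substrate, 5 mM | times = 2 h at 37 °C | technique = epi absorbance | benchmarks = high control without enzyme, low control DMSO plus TDP2 | replication = each compound tested once, singlicate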
ABHD4 inh – inhibits mouse alpha/beta hydrolase domain 4; purified mABHD4, FP-Rh probe fluorescence polarization; AID 720543; inhibition, % at 8.92 µM; Q8VD66; 370,000 compounds, 0.54% hits;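 active = inhibition exceeding the mean over every tested compound plus 3 SD, cut at about 30% in these data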;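 note: 0% = plate median of compound wells and 100% = S159A mutant with DMSO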
Target sequence (Q8VD66 whole entry, looked up, the tested form may be a part): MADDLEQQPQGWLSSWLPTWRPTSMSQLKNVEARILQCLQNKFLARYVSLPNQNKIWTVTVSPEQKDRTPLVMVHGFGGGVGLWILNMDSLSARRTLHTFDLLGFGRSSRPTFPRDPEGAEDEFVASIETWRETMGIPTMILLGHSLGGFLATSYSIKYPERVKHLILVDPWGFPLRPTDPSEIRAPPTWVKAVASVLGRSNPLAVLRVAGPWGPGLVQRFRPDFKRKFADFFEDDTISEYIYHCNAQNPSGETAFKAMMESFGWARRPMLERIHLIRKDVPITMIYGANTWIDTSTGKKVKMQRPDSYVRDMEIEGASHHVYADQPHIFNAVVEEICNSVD
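Test system: mABHD4 protein | Buffer or medium: HEPES pH 7.0 buffer, 150 mM NaCl, 0.01% Pluronic F-127 | Probe or stimulus: FP-Rh fluorescent activity-based probe, added after compound pre-incubation | Timing: Pre-incubation 45 min, probe exposure 60 min, at 25 °C | Technique: Fluorescence polarization, excitation 525 nm, emission 598 nm, BODIPY TMR filters | Repeats: Single well per compound (singlicate)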
LEDGF integ inh – blocks HIV-1 LEDGF/p75-dependent DNA integration; TR-FRET IN-LEDGF/p75 DNA integration, Eu/Cy5; inhibition, % at 3.7 µM; 370,000 compounds, 0.64% hits;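 active = inhibition above the screen-wide mean plus 3 SD, cut at about 13% in these data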;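 note: signal is the Cy5 over europium emission ratio at 671 and 618 nm; 0% = plate median of compound wells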
SIAE inh – blocks human sialic acid acetylesterase. SIAE FP-Rh probe binding, fluorescence polarization. inhibition, % at 9.66 µM. 370,000 compounds, 0.69% hits. AID 1053197;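 active = inhibition above a cutoff: mean of compounds within the control limits plus 3 SD of those, cut at about 17% in these data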;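 note: 0% = plate median of compound wells and 100% = probe without SIAE protein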
TCR CD3 inh – human TCR-CD3 binding inhibition; TAMRA-labeled TCR probe fluorescence, biochemical; inhibition, % at 9.4 µM; 360,000 compounds, 0.37% hits; AID 651800; in the data active = inhibition above about 19%;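 note: recombinant mutant TCR 2C K166C tagged with TAMRA read by polarization; 0% = receptor in buffer alone and 100% = receptor with positive control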
HTRA1 inhibitor – blocks human HTRA1 serine peptidase; Q92743; recombinant HTRA1, FP-rhodamine activity-based probe, fluorescence polarization; inhibition, % at 5.96 µM; 340,000 compounds, 0.5% hits; AID 504803; in the data active = inhibition above about 36%;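 note: 0% = enzyme with DMSO and 100% = wells lacking enzyme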
Starred values were filed as active, the others as inactive; . = not tested or not shown.

structure,PRMT1 FP inh,UHRF1 binding,PG9 binder,DDE Tn7 FP inh,TDP2 absorb,ABHD4 inh,LEDGF integ inh,SIAE inh,TCR CD3 inh,HTRA1 inhibitor
COc1cccc(CNC(=O)COc2ccc(C(=O)c3ccccc3)cc2)c1,0,-1,0.4,1,-9,-3,-3,-11,1,-11
CCC(C)(C)n1nnnc1C(c1ccccc1OC)N1CCSCC1 (centres undefined),6,3,0.2,-1,-3,-5,1,-1,0,-1
COc1cc(/C=C/C(=O)OCC(=O)NCC2CCCO2)ccc1OCC#N (centres undefined),-3,1,0.0,6,3,5,-4,3,12,-1
CCCCn1nnnc1SCC(=O)Nc1sc2c(c1C#N)CCCC2,0,5,-1.0,-11,-9,-2,2,-4,0,3
Cc1ccnc(Sc2ccc([N+](=O)[O-])cn2)n1,-1,-2,-4.1,2,8,1,5,3,9,-1
O=C(O)c1csc(-n2nc(-c3ccccc3)cc2C(F)(F)F)n1,0,0,-0.2,-6,8,0,3,0,5,-1
Cc1c(C)n(O)c2ccc3nonc3c12,5,-6,-3.4,0,0,13,1,11,8,19
N#Cc1ccc(-c2nc3ccc(Cl)cn3c2Cc2cccc(Cl)c2)cc1,0,1,-2.2,-6,13,-34,0,-5,1,.
CCC(C)c1ccccc1NC(=O)COc1ccc(-c2nnco2)cc1 (centres undefined),-3,0,-0.9,-4,-5,-3,1,0,-3,0
Cc1cc(C)c2[nH]c(=O)c(CN(Cc3ccco3)C(=O)C3CCCO3)cc2c1 (centres undefined),9,0,0.7,-5,-7,3,-10,-4,-3,0
Cc1ccc(Nc2oc(C)nc2C#N)cc1,-1,14,-0.6,0,6,1,-3,0,-1,-3
CCCCN(C(C)=O)c1c(CC)nc2ccc(C(=O)NCc3cccs3)cn12,4,3,-1.5,2,1,2,1,1,0,.
COc1cc([N+](=O)[O-])cc(/C=N/NC(=O)c2ccc(NC(=O)c3ccc(C)cc3)cc2)c1O,-4,3,-1.4,-2,-6,-6,-1,18*,27*,8
CCNc1nc(NCC)nc(OCCOC(=O)c2ccccc2)n1,3,4,-1.5,0,0,1,-3,6,0,-7
Cc1ccc(C)c(OCCCC(=O)O)c1,0,3,0.2,-1,-9,-5,1,-5,-3,-10
CCCn1c(SCC(=O)Nc2ccc3c(c2)OCCO3)nnc1-c1ccco1,-1,4,0.2,-1,-2,-5,0,2,-3,0
COc1ccccc1C(=O)NCCC(=O)N(C)Cc1cccs1,6,5,0.6,4,1,-5,1,0,-12,-1
CC(C)(C)CC(=O)Nc1nnc(-c2cccs2)s1,-2,-2,-0.3,5,10,-8,-1,2,8,-1
CCNC(=S)N(Cc1ccc2c(c1)OCO2)C1CC(=O)N(c2ccc(OC)cc2)C1=O (centres undefined),2,-2,-1.3,4,-1,-2,-2,4,1,-2
S=C(NCCc1ccccc1)Nc1ccc(Nc2ccccc2)cc1,5,-1,-2.5,-13,0,3,2,14,0,17
Nc1nnc(SCC(=O)Nc2ccc(N3CCOCC3)cc2)s1,0,-1,0.1,-13,0,7,-1,2,-4,5
O=C(/C=C/c1ccc(-c2ccccc2[N+](=O)[O-])o1)c1ccc(Br)cc1,19,-2,1.6,2,14,21,2,7,-1,-26
COc1ccccc1C(=O)NC(=O)OCCn1c(C)cnc1[N+](=O)[O-],3,-3,-0.1,3,15,5,2,-5,4,-1
COc1cn(-c2ccccc2)nc1C(=O)Nc1ccc(C)cc1,4,-1,0.0,-8,-10,-14,6,-6,0,-38
CCC(=O)N1CCCC(C)(C(=O)Nc2ccc3oc(CC)nc3c2)C1 (centres undefined),-2,-3,0.1,0,-13,7,-2,1,7,.
COc1cccc(CC(NC(C)=O)C(=O)NC2CCN(C(=O)C3CCCCC3)CC2)c1OC (centres undefined),-2,1,-1.4,-4,12,0,3,-6,4,4
O=C(NCCC(=O)N(CCc1ccccc1)Cc1ccccc1)c1ccc([N+](=O)[O-])cc1,-2,-4,0.4,3,8,17,3,9,1,-9
CCOc1cc(NC(=S)NCc2ccco2)c(OCC)cc1NC(=O)CC(C)C,2,2,1.4,10,-9,-1,-5,0,-2,3
Cc1nc2ccc(C(=O)OCC(=O)N(C)c3ccccc3)cc2nc1C,1,-3,0.7,-1,16,1,3,6,6,-2
Cc1ccc(S(=O)(=O)N2C[C@H]3C(=O)C[C@@H](c4ccccc4)N(S(=O)(=O)c4ccc(C)cc4)[C@H]3C[C@H]2c2ccccc2F)cc1,0,-2,-1.2,-3,-6,2,1,-5,-2,.
CCOC(=O)c1ccc2c(c1)nc(COc1ccc3ccccc3c1)n2CC,-3,-2,0.0,5,-3,-11,1,-17,3,-5
COC(=O)C1CN(C2CCCC2)CCS(=O)(=O)N1Cc1ccc(Cl)cc1 (centres undefined),1,1,.,0,-8,2,-4,-7,.,.
CCC1(C)N(O)C(C)(C)C(c2ccc(OC)cc2)=[N+]1[O-] (centres undefined),2,4,-1.6,-9,-13,1,2,5,2,5
O=C(CCNC(=O)c1ccc(Cl)cc1)NCCC1=CCCCC1,-2,0,1.4,-13,-6,3,2,2,3,-9
O=C(NCCS(=O)(=O)N1CCN(c2ccc(F)cc2)CC1)c1ccco1,-3,1,-1.1,-6,6,-2,5,-4,-2,0
CC(=O)NCC(=O)N(c1ccccc1)C1(C(=O)NC2CCCCC2)CCCCC1,-2,3,2.0,4,6,-2,0,1,1,-4
CC(=O)N1C(=S)NC(=O)/C1=C1/C(=O)N(CC(=O)Nc2cccc(C)c2)c2ccccc21,2,-2,-1.9,-4,11,7,-1,8,-4,-10
CC(C)Oc1cccc(C(=O)C2CCCN(Cc3ccc4nonc4c3)C2)c1 (centres undefined),-3,-2,0.0,-5,7,-4,1,-7,4,-8
Cn1nc(C(=O)Nc2ccc(Cl)cc2)cc1C(=O)Nc1ccc(Cl)cc1,0,-1,-0.4,1,-10,7,4,-7,13,-1
CCOc1ccccc1OCCCC(=O)N1CCN(S(=O)(=O)c2ccccc2C#N)CC1,-2,0,-1.3,0,5,0,3,-1,3,1
COC(=O)C1=C(C)N(CCCCCC(=O)O)C(=O)NC1c1ccccc1 (centres undefined),1,5,0.1,-7,7,5,-2,0,-3,3
CCCS(=O)(=O)NC(=O)C1(C)CCCN(C(=O)c2sccc2C)C1 (centres undefined),-2,-1,-1.8,-2,4,8,1,7,5,.
CCC1CN(C(=O)NCc2ccccc2)c2cc(Cl)ccc2O1 (centres undefined),-1,0,0.8,-1,5,-11,-2,-3,-5,-16
O=C(Nc1ccc2ncccc2c1)Nc1ccc2ncccc2c1,3,-3,1.6,3,7,-46,6,-43,-3,-33
COc1ccc(S(=O)(=O)Nc2c(C)n(C)n(-c3ccccc3)c2=O)cc1,4,1,1.5,-5,3,2,-2,0,2,8
Cc1ccnc2nc(C(=O)Nc3nc(-c4ccccn4)cs3)nn12,2,-1,-2.0,0,-12,2,-3,-4,-2,-2
CC(C)[C@H](NC(=O)c1ccccc1)C(=O)N1CCC[C@H]1C(=O)NCCc1ccccc1Cl,1,-2,2.1,-9,4,4,0,-2,-1,.
Cc1ccccc1NC(=O)CCCCCN1C(=O)[C@@H]2Cc3ccccc3CN2C1=O,-3,1,-2.0,1,-10,1,3,-5,0,1
O=C(O)c1cc2ccccc2c2cc(Br)ccc12,-3,-3,23*,1,12,-5,1,-7,5,0
O=C(Nc1nc2ccccc2s1)C1CCN(C(=O)c2ccco2)CC1,0,-1,-0.1,6,-7,-3,-3,-6,2,-4
O=C(COC(=O)C1CCN(S(=O)(=O)c2ccccc2)CC1)NCCc1ccccc1,5,0,0.6,-1,5,-6,-4,-1,0,-1
Cc1ccc(S(=O)(=O)c2ccc(Cl)cc2)cc1S(=O)(=O)N(C)CC(=O)O,0,1,-2.6,9,-8,0,1,16,0,3
C=CCNC(=S)N/N=C/c1ccc(-c2cc(Cl)ccc2Cl)o1,0,0,-0.2,-1,-2,5,2,2,3,0
COc1cccc(NC(=S)N2CCC(N(C)CC3CCCO3)CC2)c1 (centres undefined),-1,1,0.3,3,10,1,-1,-3,6,2
Cc1cnnc2c1-c1nonc1CC2,-3,1,-0.6,6,6,6,-2,4,-4,0
O=C(Nc1ccnn1C1CCN(Cc2ccc(CO)o2)CC1)c1cccc(F)c1,-1,0,0.3,-1,-5,-3,1,7,1,-3
Cc1ccccc1NC(=O)CN1CCc2ccccc2C1,3,0,0.7,1,-3,-1,2,-2,-20,-1
CCCCN(C(=O)c1cc2c(s1)CCC2)c1c(N)n(CCCC)c(=O)[nH]c1=O,4,2,1.1,4,2,13,-2,3,-2,1
Cc1nc2ccccn2c1CN(C)C(=O)C1CCC(=O)N(Cc2cccc(F)c2)C1 (centres undefined),-4,0,-1.1,0,-14,0,0,-1,11,-1
COc1ccc(S(=O)(=O)N2CCCC(C(=O)N3CCN(C)CC3)C2)cc1C (centres undefined),0,3,0.4,10,-2,10,-2,-4,0,-1

Single values from the entries so far.
Result of `COc1ccc(S(=O)(=O)Nc2c(C)n(C)n(-c3ccccc3)c2=O)cc1` under PG9 binder: 1.5
Result of `Cc1nc2ccccn2c1CN(C)C(=O)C1CCC(=O)N(Cc2cccc(F)c2)C1` (centres undefined) under LEDGF integ inh: 0

New compounds follow:
structure,PRMT1 FP inh,UHRF1 binding,PG9 binder,DDE Tn7 FP inh,TDP2 absorb,ABHD4 inh,LEDGF integ inh,SIAE inh,TCR CD3 inh,HTRA1 inhibitor
CN1C(=O)c2cc(NC(=O)Cc3ccccc3)ccc2OC[C@H]2O[C@H](CC(=O)O)CC[C@H]21,3,0,.,-8,7,-4,-3,7,.,.
CCN(CC)C(=O)C1CCN(Cc2cccc(OCc3ccccc3)c2)CC1,-4,-4,0.2,7,12,7,1,-2,1,-1
Nc1[nH]c(C(=O)c2ccccc2)c(-c2cccc(C(F)(F)F)c2)c1C(=O)NCCc1c[nH]c2ccccc12,0,-2,-1.4,4,-1,31*,1,13,-2,.
O=C(CCSc1ccc(F)cc1)NNC(=O)c1ccccc1Cl,-1,0,-1.1,1,6,1,0,4,0,2
O=S(=O)(c1ccc(-c2csc(Nc3ccc(F)cc3)n2)cc1)N1CCCC1,0,0,-0.3,0,-2,2,-2,-4,0,-21
Cc1cccc(OCC(=O)Nc2ccc3c(c2)nc(CCN2CCC(C)CC2)n3C)c1,0,-1,-2.4,-3,1,-4,5,-8,10,-1
